Compound activity: PubChem, Johns Hopkins Ion Channel Center
CHT inh: inhibitors of human choline transporter CHT. High affinity choline transporter 1 (Homo sapiens), Q9GZV3. CHT-expressing cells, membrane potential dye, choline response; stronger effect = lower value. B-score at 10 µM. 310,000 compounds, 0.86% hits. AID 488975, 2010;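 active means B-score over 3 SD under the library average, and starting fluorescence ratio not unusually high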;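 further: choline stimulus applied at its EC90 after an EC20 pre-addition; B-score computed on integrated fluorescence ratio after choline addition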
Target sequence (Q9GZV3 whole entry, looked up): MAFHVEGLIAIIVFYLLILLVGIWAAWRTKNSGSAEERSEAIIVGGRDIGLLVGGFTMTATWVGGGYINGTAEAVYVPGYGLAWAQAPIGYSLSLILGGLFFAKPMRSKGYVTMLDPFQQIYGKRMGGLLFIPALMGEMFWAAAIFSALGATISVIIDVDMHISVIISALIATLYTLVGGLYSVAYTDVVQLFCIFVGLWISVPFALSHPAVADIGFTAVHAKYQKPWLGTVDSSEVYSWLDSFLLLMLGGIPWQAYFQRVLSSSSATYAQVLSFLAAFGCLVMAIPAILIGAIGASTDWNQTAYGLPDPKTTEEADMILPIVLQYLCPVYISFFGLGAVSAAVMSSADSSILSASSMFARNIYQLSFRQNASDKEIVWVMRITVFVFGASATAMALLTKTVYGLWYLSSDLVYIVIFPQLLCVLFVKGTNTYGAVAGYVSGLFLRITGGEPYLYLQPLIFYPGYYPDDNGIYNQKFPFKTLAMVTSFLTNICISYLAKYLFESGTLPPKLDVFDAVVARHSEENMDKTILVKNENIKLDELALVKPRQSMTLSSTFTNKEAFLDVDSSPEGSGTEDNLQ
Kir21 block: inhibitors of mouse Kir2.1 inward-rectifier potassium channel; 310,000 compounds, 0.85% hits; HEK293-Kir2.1, FluxOR thallium flux fluorescence; stronger effect = lower value; B-score at 10 µM;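 active means fluorescence ratio B-score at or below minus 3 SD of library scores, with starting-brightness B-score within 2 SD, cut at about -4.2 in these data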;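 further: channel flux triggered by added potassium and thallium sulfate stimulus; B-score of peak minus minimum fluorescence over baseline after thallium stimulus; more negative B-score means stronger Kir2.1 block with less thallium influx; some compounds called inactive have numbers as strong as hits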
Target sequence (P35561 whole entry, looked up): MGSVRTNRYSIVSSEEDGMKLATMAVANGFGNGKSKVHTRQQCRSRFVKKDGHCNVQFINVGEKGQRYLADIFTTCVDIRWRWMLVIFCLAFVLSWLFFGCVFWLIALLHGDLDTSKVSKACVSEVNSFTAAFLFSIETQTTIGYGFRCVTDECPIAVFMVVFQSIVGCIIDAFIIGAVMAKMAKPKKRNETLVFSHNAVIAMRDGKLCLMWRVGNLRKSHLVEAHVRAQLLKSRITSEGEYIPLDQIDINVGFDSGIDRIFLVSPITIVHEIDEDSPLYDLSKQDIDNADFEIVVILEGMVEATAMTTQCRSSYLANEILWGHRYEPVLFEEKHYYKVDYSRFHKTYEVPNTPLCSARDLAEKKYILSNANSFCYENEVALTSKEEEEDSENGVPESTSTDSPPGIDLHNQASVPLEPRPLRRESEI
Starred values were filed as active, the others as inactive; i = inactive; nt = no result given; & = joins results of further samples.

CHT inh,Kir21 block,structure
i,0.49,COc1ccc(/C=C(\C#N)C(=O)Nc2cc(S(=O)(=O)N3CCCCC3)ccc2N2CCCCC2)cc1
i,-0.98,CCOc1ccc(NC(=O)CN(C)C(=O)c2cccnc2Sc2ccc(C)c(C)c2)cc1OCC
i,1.4,Cc1ccc(-c2nnc(SCC(=O)NC3CCS(=O)(=O)C3)nc2-c2ccc(C)cc2)cc1 (stereo not given)
i,-0.32,Cc1c(Nc2nc(-c3cccc([N+](=O)[O-])c3)cs2)c(=O)n(-c2ccccc2)n1C
i,-1.4,COc1ccc(/C=C/C(=O)CCC(=O)O)cc1
i,0.4,CC(C)N(C(=O)Cn1cc(S(=O)(=O)CC(=O)NCc2ccccc2)c2ccccc21)C(C)C
i,-0.42,CCOc1ccc(NC(=O)CN2CCN(CC(=O)Nc3ccc(F)c(F)c3)CC2)cc1
i,-3.3,C=CCN(c1ccccc1)S(=O)(=O)c1ccc2c(c1)NC(=O)C(C)S2 (stereo not given)
i,-0.85,COc1ccc(N(C(=O)c2snc(C(N)=O)c2N)C(C(=O)NC2CCCC2)c2ccc(F)cc2)c(OC)c1 (stereo not given)
i,nt,Cc1ccc(C2CC(c3cccs3)=NN2C(=O)c2ccc(Br)o2)cc1 (stereo not given)
i,0,COC(=O)c1sc(N2C(=O)C(O)=C(C(=O)c3ccc(C)o3)C2c2ccc([N+](=O)[O-])cc2)nc1C (stereo not given)
i,1.2,O=C(Nc1ccccc1Sc1ccccc1)c1ccc(F)cc1
i,0.07,CC1(C)CC(=O)C=C(NCc2cccc(C(F)(F)F)c2)C1
i,-1.1,CN(C)c1ccc(C=C2C(=O)OC(C)(C)OC2=O)cc1
i,-0.56,CC(CN1CCCCC1)OC(=O)c1ccccc1Cl (stereo not given)
i,0.81,CCCN1CCC(=O)N(CCSc2ccccc2)CC1
i,-1.5,O=C(Nn1cnnc1)c1ccccc1-c1ccccc1
i,-0.19,O=C(NCCCN1CCCC1=O)c1cccc(N2CCCC2=O)c1
i,0.92,O=C(COC(=O)c1ccco1)Nc1nnc(-c2ccccc2)o1
nt,1.9,O=C(NCc1ccc(F)cc1)c1noc2c1CCCCC2
i,-1.1,Cc1ccc(Cl)cc1NC(=O)c1ccccc1OCC(=O)Nc1ccc(Cl)cc1
i,0.01,O=C1COc2ccc(C(=O)NCc3ccco3)cc2N1
i,2.2,CCOc1ccc(CCNC(=O)COC(=O)C2CCN(S(=O)(=O)c3ccc(C)c(C)c3)CC2)cc1OCC
i,1.2,C/C(CCN1CCc2nc(-c3ccccc3)c(-c3ccccc3)cc2C1)=N\O[C@H](C)c1cn([C@H](CO)Cc2ccccc2)nn1
i,0.16,Brc1cnc2nc(SC/C=C/c3ccccc3)[nH]c2c1
i,2.6,Cc1cc(Cl)nc(Cl)c1C(=O)NC(=O)NCCC(C)C
i,0.11,COc1ccc(N(C)C(=O)Cc2c(C(=O)O)n(C)c3ccccc23)cc1
nt,0.01,Cc1cc(-c2ccc(Br)s2)nc(-n2cccc2)n1
-7.4*,-1.6,CN(Cc1cccs1)c1ncnc2sccc12
i,-0.06,COc1ccc(S(=O)(=O)O/N=C2\CCSc3ccc(C)cc32)cc1

Looked up one by one from above, 6 records:
CHT inh,Kir21 block,structure
-7.4*,-1.6,CN(Cc1cccs1)c1ncnc2sccc12
i,2.6,Cc1cc(Cl)nc(Cl)c1C(=O)NC(=O)NCCC(C)C
i,0.92,O=C(COC(=O)c1ccco1)Nc1nnc(-c2ccccc2)o1
i,1.2,C/C(CCN1CCc2nc(-c3ccccc3)c(-c3ccccc3)cc2C1)=N\O[C@H](C)c1cn([C@H](CO)Cc2ccccc2)nn1
i,-0.06,COc1ccc(S(=O)(=O)O/N=C2\CCSc3ccc(C)cc32)cc1
i,2.2,CCOc1ccc(CCNC(=O)COC(=O)C2CCN(S(=O)(=O)c3ccc(C)c(C)c3)CC2)cc1OCC

(listing goes on)
CHT inh,Kir21 block,structure
i,-2.2,COc1ccc(NC(=O)CN(C)C(=O)c2ccc3c(c2)OCCO3)cc1
i,0.85,CCOc1nsc(OCC)n1
i,0.67,Cc1ccc(S(=O)(=O)/N=C2/NC(=O)/C(=C/c3ccccn3)S2)cc1
i,2.8,Cc1ccccc1-c1nnc(CN2CCN(C(=O)c3ccco3)CC2)o1
i,-2.5,Cc1cccc(C(P(=O)(c2ccccc2)c2ccccc2)P(=O)(c2ccccc2)c2ccccc2)n1
i,-0.25,Cn1c(SCC(=O)Nc2ncc(C(F)(F)F)cc2Cl)nnc1-c1ccc(Cl)cc1
i,-0.84,CSc1ccccc1NC(=O)N1CCC(CO)(CC2CCCCO2)CC1 (stereo not given)
i,-1.2,NS(=O)(=O)c1ccc(CCn2c(=S)[nH]c3ccc(F)cc3c2=O)cc1
i,0.29,COc1ccc(/C=C/C(=O)NCCCNC(=O)/C=C/c2ccc(OC)c(OC)c2)cc1OC
i,0.45,Cc1ccc(S(=O)(=O)NC(CC(=O)NC2CCCC2)c2ccco2)cc1 (stereo not given)
i,0.02,O=C(Nc1ccc(Cl)cc1)c1ccc2c(c1)S(=O)(=O)c1ccccc1C2=O
i,-0.55,CC1(c2nnc(Cc3ccccc3)o2)CC(c2ccc(Cl)cc2)=NO1 (stereo not given)
i,-0.79,Cc1sc2ncn(CC(=O)NCCCC(=O)Nc3ccc(C(C)C)cc3)c(=O)c2c1C
i,-0.14,Cc1cc(NC(=O)COC(=O)c2cc(S(=O)(=O)N3CCOCC3)ccc2N2CCCCC2)no1
i,0.9,CCn1nnnc1SCC(=O)Nc1ccc2c(c1)OCO2
i,0,CCN1CCN(C(=S)Nc2ccc3nc(N4CCN(CC)CC4)cc(C)c3c2)CC1
i,0.8,O=C1C(=O)N(Cc2cccnc2)C(c2cccc(Br)c2)/C1=C(/O)c1ccc2c(c1)OCO2 (stereo not given)
i,1.1,CC(=O)Nc1ccccc1NC(=O)c1ccc(C)c(C)c1
i,0.27,Cc1ccc(CN(CC(=O)NCCc2ccccc2)C(=O)CCCC(=O)Nc2cc(C)on2)cc1
i,-0.15,CC(C)(C)c1ccc(-c2nc3[nH]c(=O)cc(NC(=O)c4ccco4)n3n2)cc1
i,0.5,COc1ccc(N(CC(=O)NCCSCc2ccco2)S(=O)(=O)c2ccc(C)cc2)cc1
i,-0.33,Cc1ccnc(NC(=O)C23CC4CC(CC(C4)C2)C3)c1
i,-1.1,O=C(CCC(=O)c1ccc(F)cc1)NN1C(=O)NC2(CCCCC2)C1=O
i,1.9,Cc1ccc(NC2CCCN(C(=O)c3ccc4[nH]ccc4c3)C2)cc1C (stereo not given)
i,-0.8,CCOc1ccc(NS(=O)(=O)c2cc(C(=O)N3CC(C)OC(C)C3)ccc2C)cc1 (stereo not given)
i,0.74,O=S(=O)([O-])CCC[n+]1c(SCCCS(=O)(=O)O)sc2ccc(Cl)cc21
i,0.03,O=C(Cn1nnc2ccccc2c1=O)NCCc1ccc(Cl)cc1Cl
i,0.85,Cc1nc2ccccc2c(=O)n1/N=C/c1cc(Br)ccc1O
i,0.06,C/C(=N\NC(=O)c1cc(C(C)(C)C)[nH]n1)C12CC3CC(CC(C3)C1)C2
i,0.81,Cc1cc(OCC(=O)Nc2ccc(S(=O)(=O)N3CCN(C)CC3)cc2)ccc1Br
i,-1.2,CCOc1ccc(Cl)cc1CSc1n[nH]c(CC)n1
i,-0.15,CCOC(=O)CNC(=O)C1c2ccccc2C(=O)N(c2ccc(OC)cc2)C1c1ccc(OC)cc1 (stereo not given)
i,0.06,CC(Nc1nc(N2CCCCC2)nc2ccccc12)c1ccccc1 (stereo not given)
i,-2.6,CCCOc1ccc(-c2nn(-c3ccccc3)cc2/C=C2\SC(=S)N(C3CCS(=O)(=O)C3)C2=O)cc1 (stereo not given)
i,1.5,CCCCc1nc(SCC(=O)Nc2cccc(Cl)c2)n[nH]1
i,0.2,COc1cccc(C(=O)N(C)CC2CCN(CCc3cccc(C(F)(F)F)c3)CC2)c1
i,0.06,Cc1cc(=O)oc2cc(NC(=S)NNC(=O)c3c(Cl)cnn3C)ccc12
i,3.1,CCc1ccc(OCCOCCN2CCN(C)CC2)cc1
i,nt,C#CCOCCOCCOCCNc1nc(N2CCN(C(=O)Cn3cc(CCCCN)nn3)CC2)nc(N2CCN(C(=O)Cn3cc(CCCN=C(N)N)nn3)CC2)n1
i,-0.27,Cc1cnc(NC(=O)CN2CCN(c3ccccn3)CC2)s1
i,-0.43,COC(=O)C1=NNC(C(=O)c2ccco2)C1c1ccccc1 (stereo not given)
i,-0.02,Cc1ccc(CSc2cc(C)[nH]c(=O)n2)cc1
i,-2.3&-4,O=C(c1ccccc1)c1ccccc1C(=O)c1ccccc1
i,2.2,CCOC(=O)c1cc2ccc(OC)cc2oc1=O
i,0.22,Cc1c(Cl)cccc1NC(=S)NCC(C)C
i,-0.61,CCCCCC(=O)Nc1cc2[nH]c(=O)cc(COC)c2cc1C
i,-1.4,Cc1cccc(CSc2nnc(-c3cnccn3)n2C)c1
i,-0.26,CCOC(=O)c1c(N)sc2c(OC)c(Br)ccc12
i,0.3,c1ccc(-n2ncc3c(N4CCN(CCOc5cccc6ccccc56)CC4)ncnc32)cc1
i,-0.04,O=C(O)CNS(=O)(=O)c1ccc2c(c1)C(=O)c1cc(S(=O)(=O)NCC(=O)O)ccc1-2
i,-0.2,Cc1ccc(/C=C/C(=O)c2c(C)nc3ccccn23)cc1
i,0.04,CCOC(=O)COn1c(=O)c(-c2cc3ccccc3o2)[n+]([O-])c2ccccc21
i,0.75,Cc1ccc2c(c1)C(=O)CC(c1ccc3c(c1)OCCO3)O2 (stereo not given)
i,1.1,Cc1cc(C)nc(N2CCC(C(=O)NC3CCCc4ccccc43)CC2)n1 (stereo not given)
i,nt,C[C@H]1O[C@H](O[C@H]2[C@H](O[C@@H]3CC[C@@]4(C)C(CC[C@]5(C)C4CC=C4[C@@H]6CC(C)(C)CC[C@]6(C(=O)O[C@@H]6O[C@H](CO)[C@@H](O)[C@H](O)[C@H]6O)CC[C@]45C)C3(C)C)O[C@H](C(=O)O)[C@@H](O)[C@@H]2O)[C@@H](O)[C@@H](O)[C@@H]1O (stereo not given in full)
i,-0.71,O=C1NC(=S)N/C1=C\c1cccc([N+](=O)[O-])c1
i,1.1,CC(=O)/C(=N/Nc1cccc(Cl)c1)Sc1nnc(C(O)c2ccccc2)n1-c1ccccc1 (stereo not given)
i,-0.06,O=C(Nc1ccc2cn[nH]c2c1)c1c(Cl)cccc1Cl
i,-0.13,CCCCC(=O)Nc1c(O)c2ccccc2[nH]c1=O
i,1.6,COC(=O)c1ccc(C(=O)OC)c(NC(=O)CSCc2ccccc2Br)c1

Next part
CHT inh,Kir21 block,structure
i,1.7,CC(C)CCn1c(=S)[nH]c2ncccc2c1=O
i,-0.05,C=CCc1cc(/C=N/n2cnnc2)cc(OCC)c1O
i,-1,Cc1cc(SCC(=O)c2ccc(O)c(O)c2)nc2ccccc12
i,0.65,COc1ccccc1CCC(=O)Nc1ccc(C)cc1Cl
i,-0.34,CCC(=O)NCC(c1cccs1)N1CCOCC1 (stereo not given)
i,0.85,CCC(C)NC(=O)C1CCN(S(=O)(=O)CC)CC1 (stereo not given)
i,0.63,O=C(Nn1cnnc1)c1cccc(S(=O)(=O)N2CCOCC2)c1
i,-1.6,COc1ccc(CCNC(=O)c2cc(=O)n(C)c(=O)n2C)cc1OC
i,1,COc1ccc(C(=O)NCc2cn3cccc(C)c3n2)cc1OC
i,-0.51,COc1ccc(N2CCN(C(CNC(=O)C(=O)NCCc3c[nH]c4ccccc34)c3ccco3)CC2)cc1 (stereo not given)
i,-0.28,CCn1cc(C(C)NC(=O)Nc2ccc3c(c2)OCO3)c(C)n1 (stereo not given)
i,-0.68,C/C(N)=C(/C#N)C(=O)CSc1nc2ccccc2n1CC(C)C
i,-0.77,CC1=C(C)CC(C(=O)Nc2ccc(C(=O)N3CCOCC3)cc2)C(C(=O)O)C1 (stereo not given)
i,0.59,Cn1c(CCNC(=O)c2ccco2)nc2cc([N+](=O)[O-])ccc21
i,-1.5,CCc1ccc(NC(=O)Cc2ccc(OC)cc2)cc1

As entered above:
Kir21 block, CCn1cc(C(C)NC(=O)Nc2ccc3c(c2)OCO3)c(C)n1 (stereo not given) is entered as -0.28
Kir21 block, COc1ccc(C(=O)NCc2cn3cccc(C)c3n2)cc1OC is entered as 1

Other structures:
CHT inh,Kir21 block,structure
i,-0.44,COc1ccc(C2=C/C(=C\c3ccccc3OC(C)=O)C(=O)O2)cc1
i,0.97,Cc1cc(Br)cc2c(C(=O)NCC3CCCO3)cc(-c3cccs3)nc12 (stereo not given)
i,-0.38,Cc1cc(C)nc(SCc2cc(=O)c(OC(=O)c3ccc(Cl)c([N+](=O)[O-])c3)co2)n1
i,-2.6,O=S(=O)(c1ccc(Br)cc1)N1CCOC12CCCCC2
i,0.62,CCOc1ccc(-c2nnc(SCC(=O)N3CCN(c4ccccc4)CC3)o2)cc1
i,0,Cc1cc(C)nc(NS(=O)(=O)c2ccc(NC(=O)CN3C(=O)c4ccccc4C3=O)cc2)n1
i,-0.26,Cc1c(=O)n(OCc2ccccc2)c2ccccc2[n+]1[O-]
i,0.67,Cc1nn(-c2ccccc2)c(C)c1C(=O)OCC(=O)N(C)c1c(N)n(Cc2ccccc2)c(=O)[nH]c1=O
i,0.96,COc1cc(/C=C/C(=O)OCC(=O)NCc2cccs2)ccc1OCC#N

A draw from above in order of heavy-atom count, rising.
CHT inh,Kir21 block,structure
i,-2.6,O=S(=O)(c1ccc(Br)cc1)N1CCOC12CCCCC2
i,-0.38,Cc1cc(C)nc(SCc2cc(=O)c(OC(=O)c3ccc(Cl)c([N+](=O)[O-])c3)co2)n1
i,0.67,Cc1nn(-c2ccccc2)c(C)c1C(=O)OCC(=O)N(C)c1c(N)n(Cc2ccccc2)c(=O)[nH]c1=O
